Screens (PubChem)
aSyn rescue – rescues yeast growth from alpha-synuclein toxicity | Potency, µM (doses to about 46.1 µM), without a hit: at the top dose growth rescue (activation), most hits filed as activators | AID 652106 | Yeast expressing alpha-synuclein, growth rescue, BacTiter-Glo, 24 h | actives 0.14% (n = 370,000); note: potency is the fitted concentration of half-maximal effect; % of control where 0% means no effect; nearly all actives have a fitted effect of over 65% in size
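Rescue of yeast growth: cells expressing toxic alpha-synuclein, induced in galactose at OD600 0.02, incubated with compound 24 h at 30 C. ATP luminescence quantified growth; inhibitors of toxicity appear as activators.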
TDP-43 yeast inh – TDP-43 toxicity inhibition in yeast | AID 652104 | Potency, µM (titrated, usually from 46.1 µM), without a hit: top-dose growth rescue (activation), actives largely listed as activators | actives 1.8% (n = 410,000) | TDP-43 expressing yeast growth rescue, BacTiter-Glo, 24 h; note: potency is the fitted concentration of half-maximal effect; % of control where 0% means no effect; nearly all actives have a fitted effect of over 50% in size
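In this qHTS, compounds that restore growth of yeast expressing TDP-43 appear as activators. Cells (OD600=0.02, galactose medium, raffinose-pregrown) are incubated with compound 24 hr at 30 deg C and growth is quantified by BacTiter-Glo.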
EPAC2 ag – agonists of human EPAC2 (RAPGEF4); Q8WZA2; EPAC2 activation, biochemical qHTS; response scale: 100% = 6.5 mM cAMP response; Potency, µM (top dose mostly 154 µM), for inactives: top-dose activation, usual class: activators; actives 0.079% (n = 360,000); note: potency is the fitted concentration of half-maximal effect; nearly all actives have a fitted effect of over 50% in size
Target sequence (Q8WZA2 whole entry, looked up): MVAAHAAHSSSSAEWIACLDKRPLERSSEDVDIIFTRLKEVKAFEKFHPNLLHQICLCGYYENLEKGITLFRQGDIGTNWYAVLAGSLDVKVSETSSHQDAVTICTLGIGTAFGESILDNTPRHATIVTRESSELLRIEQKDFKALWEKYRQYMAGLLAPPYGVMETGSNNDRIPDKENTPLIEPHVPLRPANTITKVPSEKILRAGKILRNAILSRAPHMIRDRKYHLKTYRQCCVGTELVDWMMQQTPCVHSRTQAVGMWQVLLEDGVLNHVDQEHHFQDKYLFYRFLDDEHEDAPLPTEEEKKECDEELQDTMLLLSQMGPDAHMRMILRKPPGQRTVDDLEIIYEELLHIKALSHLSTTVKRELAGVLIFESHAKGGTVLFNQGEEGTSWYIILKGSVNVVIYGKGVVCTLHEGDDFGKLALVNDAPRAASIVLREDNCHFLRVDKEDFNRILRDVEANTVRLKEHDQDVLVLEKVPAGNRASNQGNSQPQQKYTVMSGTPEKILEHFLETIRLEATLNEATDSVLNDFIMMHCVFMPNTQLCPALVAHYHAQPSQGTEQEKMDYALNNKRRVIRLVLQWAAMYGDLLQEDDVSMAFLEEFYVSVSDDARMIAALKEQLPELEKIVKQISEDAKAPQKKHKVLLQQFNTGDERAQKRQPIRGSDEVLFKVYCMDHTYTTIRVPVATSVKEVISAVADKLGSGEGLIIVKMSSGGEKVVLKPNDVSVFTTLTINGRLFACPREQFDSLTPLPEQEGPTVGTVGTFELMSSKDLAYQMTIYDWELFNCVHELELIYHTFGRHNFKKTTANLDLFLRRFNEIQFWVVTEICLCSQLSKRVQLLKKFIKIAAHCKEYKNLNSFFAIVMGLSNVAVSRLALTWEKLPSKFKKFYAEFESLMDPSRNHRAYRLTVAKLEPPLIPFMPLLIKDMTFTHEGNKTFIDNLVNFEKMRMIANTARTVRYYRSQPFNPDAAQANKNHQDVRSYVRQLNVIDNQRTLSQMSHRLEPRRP
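Compounds were titrated in qHTS against a Rap1B-BODIPY-GDP (250 nM) complex with EPAC2 (100 nM) and GDP (50 uM). BODIPY-GDP release tracked at 480/540 nm over 30 min at room temperature, normalized to 6.5 mM cAMP.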
D3 antag – antagonists of human D3 dopamine receptor; D3R cells, DiscoveRx beta-arrestin luminescence, antagonist mode; hits give low values; max response, negative = inhibition, %; actives 2.5% (n = 360,000); AID 652054; P35462; in the data active = max response below about -50%; inconclusive = no clear call, values can overlap the other calls; note: % is set by controls: 0 for no effect and ±100 for the full control effect; mostly tested at two doses, the higher about 12 µM
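Cells expressing the human receptor were seeded at 1500 cells/well, incubated overnight at 37 degrees C in 5% CO2, then exposed to library compounds with dopamine controls for 90 minutes at 37 degrees C before luminescent detection.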
FUS yeast rescue – suppressors of FUS proteinopathy in yeast. Potency, µM (series often up to 76.6 µM), inactives show top-dose growth rescue (activation), usual class: activators. AID 1347120. actives 0.24% (n = 390,000). S. cerevisiae FUS-expressing, growth rescue, OD600, 24 h;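 note: potency is the fitted concentration of half-maximal effect; plate controls were DMSO vehicle for no effect and reference control for full effect; nearly all actives have a fitted effect of over 55% in size; some results filed as inactive show a strong effect at the top dose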
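S. cerevisiae expressing FUS from galactose induction served as the toxicity model. Growth after 24hr at 30C, read as absorbance at 600 nm, indicates suppression of toxicity; compounds dosed at several concentrations.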
Abeta rescue – A-beta toxicity reversal in yeast; actives 0.063% (n = 410,000); yeast expressing A-beta42, growth rescue, OD600, 48 h; response scale: 0% DMSO, 100% iron-clioquinol control; AID 1347071; Potency, µM (series often up to 46.1 µM), for the others: at the highest dose growth rescue, hits mostly activators; note: potency is the fitted concentration of half-maximal effect; nearly all actives have a fitted effect of over 55% in size
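Growth rescue measured by 600 nm absorbance after 48 h yeast culture at 30 C with compound. Values normalized between DMSO and an equimolar ferric chloride plus clioquinol control.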
EPAC2 antagonist – antagonists of human EPAC2; Q8WZA2; EPAC2 GEF exchange of Rap1B-BODIPY-GDP, fluorescence; Potency, µM (titrated, usually from 114 µM), inactives show at the highest dose activity, negative = inhibition, hits mostly inhibitors; actives 0.18% (n = 360,000); note: potency is the fitted concentration of half-maximal effect; % is set by controls: 0 for no effect and ±100 for the full control effect; nearly all actives have a fitted effect of over 45% in size; many of its hits are not listed in these tables
DRD3 agonist – agonists of human D3 dopamine receptor; P35462; D3R DiscoveRx beta-arrestin cells, luminescence, 90 min; max activation, %; actives 0.58% (n = 410,000); in the data active = max activation above about 30%; note: 0% is about no effect; mostly tested at two doses, the higher about 12 µM
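Agonist-mode cell screen: cells plated at 1500/well and incubated overnight at 37 °C, then exposed to library compounds for 90 min at 37 °C. Detection reagent was added for 30–60 min at room temperature, and luminescence was read.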
* marks the source's active call; other numbers are inactive results; ? = inconclusive; . = no result given; [ ] = dose if it differs, or a comment. Unless noted, calls come from the whole dose curve; as a rule, active = well fitted curve in the direction sought with a large enough effect; inconclusive = small, poorly fitted or top-dose-only effect, or another doubt; inactive = no such curve, though single readings can be large; an effect the other way counts as inactive or inconclusive.

smiles	aSyn rescue	TDP-43 yeast inh	EPAC2 ag	D3 antag	FUS yeast rescue	Abeta rescue	EPAC2 antagonist	DRD3 agonist
CC1(C)CC(=O)C=C(Nc2ccc(O)c(C(=O)O)c2)C1	-3%	12%	7%	6	14%	9%	-5%	-5
CC(C)c1nnc(NC(=O)CCC(=O)N2CCN(c3ccc(F)cc3)CC2)s1	0%	-3%	-3%	11	24%	13%	9%	8
O=C(NCCc1csc(-c2ccc(F)cc2)n1)C(=O)Nc1ccc(Cl)cc1	.	-3%	.	.	-29%	-15%	.	-12
Cc1nc(SCC(=O)N2CCc3ccccc3C2)c2c(C)c(C)sc2n1	6%	?	5%	26	18%	-16%	3%[57.1 µM]	28
CCCCc1ccc(NC(=O)Nc2cc(C)nn2C)cc1	8%	13%	-3%	8	13%	2%	-11%	5
C/C(=C\C(=O)c1cccnc1)Nc1ccc(C(=O)O)cc1	.	7%	2%	0	-11%	18%	5%	-3
O=C(CN1CCN(Cc2ccccc2)CC1)N=Nc1c(O)[nH]c2ccccc12	-10%	-7%	-3%	?	12%	10%	-4%	-10
COc1ccc(/C=C\c2onc(C)c2S(=O)(=O)N2CCC(C(=O)Nc3cccc(Cl)c3)CC2)cc1	.	12%	.	.	31%	-1%	.	62*
CCC(C)c1ccccc1NC(=O)CN1CCN(C/C=C/c2ccccc2)CC1 (stereo not given)	-8%	-20%	-4%	-7	8%	-18%	-15%	-6
COc1ccc(/C(N)=N/OC(=O)CN(C)S(=O)(=O)c2ccccc2)cc1	4%	13µM*	23%	1	28%	3%	-4%	-5
Cn1cnc([N+](=O)[O-])c1Sc1n[nH]c(N)n1	1%	-4%	5%	3	-37%	-3%	3%	0
O=C(CC1Sc2ccccc2NC1=O)NNc1ccc(Cl)c(Cl)c1 (stereo not given)	-5%	-14%	-5%	9	1%	-7%	-6%	2
COc1ccccc1Nc1nc(NCc2ccco2)nc(N)c1[N+](=O)[O-]	6%	5%	-7%	0	-4%	-7%	-4%	17
CC(C)OCCCn1c(SCC(N)=O)nc2c(sc3ccccc32)c1=O	.	13%	.	.	17%	3%	.	-9
CCCn1c(=O)c(C(=O)NNC(=O)c2ccccc2Cl)c(O)c2ccccc21	-12%	-42%[inhibitor]	2%	-8	7%	-29%	1%	-18
CC(C)NC(=O)C(=O)NCCCOC(C)C	-1%	-4%	1%	7	-16%	2%	5%	7
COC(=O)c1ccc(COC(=O)[C@@H]2CC(O)CN2S(=O)(=O)c2ccccc2[N+](=O)[O-])cc1 (stereo not given in full)	-1%	8%	2%	0	4%	19%	-2%	-6
CCC1CCc2c(sc(NC(=O)C3c4ccccc4Oc4ccccc43)c2C(=O)OC)C1 (stereo not given)	.	26%	.	.	15%	-8%	.	6
Cc1csc2ncc(C(=O)Nc3ccccc3Cl)c(=O)n12	5%	7%	6%	6	-15%	3%	-1%	2
Cc1ccc(-c2nc(N)sc2CC(=O)OCC(=O)NCCC(C)C)cc1	7%	-10%	-10%	-16	.	11%	-14%	-3
COC(=O)c1c(NC(=O)c2cccnc2)sc(C(=O)N(C)C)c1C	-15%	-9%	3%	-23	7%	-22%	11%	-2
COc1ccc2[nH]c(=O)c(NC(N)=S)nc2c1	-3%	-14%	-5%	-18	-6%	-17%	4%	-16
Oc1cccc(NC(=S)N=Nc2c(O)[nH]c3ccccc23)c1	2%	-3%	6%	-18	-2%	-14%	-4%	-10
CCOC(=O)C1(CCOc2ccccc2)CCN(Cc2cccc(-n3cccn3)c2)CC1	-1%	2%	6%	-60*	10%	10%	0%	-11
COc1cccc(OCCn2c(C)c(/C=N/n3cnnc3)c3ccccc32)c1	-1%	1%	-22%	-2	5%	1%	-5%	2
CCCCSc1c(C)c2cc3c(cc2[nH]c1=O)OCO3	-14%	1%	-4%	25	-6%	-2%	8%	4
C[C@H](CO)N1C[C@H](C)[C@@H](CN(C)S(=O)(=O)c2cn(C)cn2)Oc2ccc(NC(=O)Cc3ccccc3)cc2C1=O	-1%	-5%	8%	-23	8%	-3%	1%	-11
Cc1cc(OCCn2ccnc2)cc(C(C)C)c1	-2%	1%	1%	-16	17%	1%	-2%	-22
CNC(=S)NNS(=O)(=O)c1ccc(OC)cc1OC	0%	-15%[9.22 µM]	1%	16	-9%	5%	4%	4
CCNC(=O)C1(C)CCCN(C(=O)c2c(C)noc2C)C1 (stereo not given)	-5%	5%	5%	0	-17%	-10%	9%	-9

Some values from the list:
`O=C(CC1Sc2ccccc2NC1=O)NNc1ccc(Cl)c(Cl)c1` (stereo not given) in EPAC2 antagonist is entered as -6%
`Cc1nc(SCC(=O)N2CCc3ccccc3C2)c2c(C)c(C)sc2n1` in FUS yeast rescue is entered as 18%

Record cards, from the list above. Values in the order: aSyn rescue | TDP-43 yeast inh | EPAC2 ag | D3 antag | FUS yeast rescue | Abeta rescue | EPAC2 antagonist | DRD3 agonist
Cc1nc(SCC(=O)N2CCc3ccccc3C2)c2c(C)c(C)sc2n1 reads 6% | ? | 5% | 26 | 18% | -16% | 3%[57.1 µM] | 28
COC(=O)c1ccc(COC(=O)[C@@H]2CC(O)CN2S(=O)(=O)c2ccccc2[N+](=O)[O-])cc1 (stereo not given in full) reads -1% | 8% | 2% | 0 | 4% | 19% | -2% | -6
Cc1csc2ncc(C(=O)Nc3ccccc3Cl)c(=O)n12 reads 5% | 7% | 6% | 6 | -15% | 3% | -1% | 2
O=C(NCCc1csc(-c2ccc(F)cc2)n1)C(=O)Nc1ccc(Cl)cc1 reads . | -3% | . | . | -29% | -15% | . | -12
C/C(=C\C(=O)c1cccnc1)Nc1ccc(C(=O)O)cc1 reads . | 7% | 2% | 0 | -11% | 18% | 5% | -3

New compounds follow
Keys – A = aSyn rescue; B = TDP-43 yeast inh; C = EPAC2 ag; D = D3 antag; E = FUS yeast rescue; F = Abeta rescue; G = EPAC2 antagonist; H = DRD3 agonist
CNc1nc(NCCCN2CCCC2=O)c2sccc2n1
  A: -7%; B: 20%; C: 15%; D: 6; E: 15%; F: 5%; G: -9%; H: 2

Cc1ccccc1C(=O)Nc1ccc(C(=O)OCc2cc(=O)n3nc(C(C)C)sc3n2)cc1
  A: .; B: 0%; C: .; D: .; E: -6%; F: 0%; G: .; H: 8

COc1ccccc1NC(=O)COc1cccc(-n2cnnn2)c1
  A: 6%; B: 0%; C: 12%; D: 11; E: 44%; F: 9%; G: -2%; H: 2

Cc1ccc(C)c(S(=O)(=O)N2CCN(C(=O)CNC(=O)c3sc4ccccc4c3Cl)CC2)c1
  A: 6%; B: 10%; C: 3%; D: 4; E: 0%; F: 11%; G: 0%; H: 3

C[C@H](CO)N1C[C@H](C)[C@H](CN(C)S(=O)(=O)c2cccs2)OCc2cnnn2CCCC1=O
  A: 4%; B: 12%; C: 3%; D: 26; E: -22%; F: 4%; G: 20%; H: 2

COc1ccc(-c2noc(CCC(=O)NCCc3ccccc3)n2)cc1
  A: 5%; B: 0%; C: 7%; D: 8; E: 7%; F: 11%; G: 2%; H: -2

CC(NC(=O)c1ccco1)C1COc2ccccc2O1 (stereo not given)
  A: -2%; B: -8%; C: 0%[15.6 µM]; D: -16; E: ?; F: 4%; G: -14%; H: -7

Cc1ccc(S(=O)(=O)c2c(O)cc(C)c(NS(=O)(=O)c3ccc(Br)cc3)c2C)cc1
  A: .; B: -20%; C: .; D: .; E: 12%; F: 1%; G: .; H: -13

Cc1onc(-c2ccccc2)c1C(=O)Nc1ccccc1N1CCOCC1
  A: -1%; B: ?; C: -7%; D: 23; E: 20%; F: -10%; G: 4%[57.1 µM]; H: -8

Cc1ccc(C(=O)Nc2cc(-c3ccn[nH]3)c(C)n(N)c2=O)cc1
  A: -5%; B: -18%; C: 5%; D: -3; E: 25%; F: -42%[inhibitor]; G: 17%; H: 3

COCCCNC(=O)C1CCN(Cc2cc3ccccc3n2Cc2cccc(C)c2)CC1
  A: .; B: 23%; C: .; D: .; E: -11%; F: -9%; G: .; H: 1

O=C(Nc1cccc2cccnc12)c1ccc(Br)cc1Br
  A: -3%; B: 9%; C: 3%; D: -26; E: -11%; F: -5%; G: -6%; H: 0

CC(C)Cn1c(=O)c2ccccc2n2c(CCC(=O)NCc3ccccc3Cl)nnc12
  A: .; B: 12%; C: .; D: .; E: -14%; F: -12%; G: .; H: 7

O=C(CSc1nc2nn(-c3ccccc3)c(=O)c-2c2n1CCCCC2)Nc1cccc(F)c1
  A: 1%; B: 24%; C: 3%; D: 6; E: ?; F: 9%; G: 0%; H: -8

COCCn1c(=O)[nH]c2cc(C(=O)Nc3ccc(OC)cc3)ccc2c1=O
  A: .; B: -14%; C: .; D: .; E: -19%; F: -19%; G: .; H: -8

Oc1ccc(Nc2nc(-c3ccccc3)nc3ccccc23)cc1
  A: 2%; B: 0%; C: 7%; D: 13; E: 11%; F: -12%; G: -3%; H: -4

CCN(CC)C(=O)C1CCC(C)(C(=O)O)C1(C)C (stereo not given)
  A: -2%; B: -7%; C: 2%; D: 0; E: -1%; F: 7%; G: -2%; H: 0

CCCN(C(=O)CCNC(=O)c1ccc(Cl)cc1)c1c(N)n(Cc2ccccc2)c(=O)[nH]c1=O
  A: -4%; B: -1%; C: -4%; D: -6; E: -23%; F: 11%; G: 8%; H: 2

CCCc1nc(SCC(=O)c2ccc(F)cc2)c2ccccc2n1
  A: -14%; B: 26%; C: 19%; D: 20; E: 26%; F: -53%[inhibitor]; G: -22%; H: 2

Cc1ccc(C(=O)NNC(=O)C(C)Sc2nc(N)cc(N)n2)cc1 (stereo not given)
  A: -8%; B: -4%; C: -2%; D: 7; E: -12%; F: -2%; G: 8%; H: -5

O=C(O)c1ccc2nc(-c3ccccc3)sc2c1
  A: -5%; B: 6%; C: 10%; D: 0; E: .; F: -14%; G: -3%; H: -5

Cc1c(N=C2N=C(NC(=O)NC(C)(C)C)c3ccccc32)c(=O)n(-c2ccccc2)n1C
  A: -3%; B: 26%; C: 17%; D: 11; E: -24%; F: 8%; G: 12%; H: 1

A portion of the library, so the mix of outcomes need not match the whole.
